TRPM1 prom inh: inhibitors of MITF-driven TRPM1 promoter in melanoma cells | SK-MEL-5 TRPM1 promoter luciferase, 24 h | inhibition, % at 12.5 µM | 330,000 tested, 0.83% active | AID 488899;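 active means mean inhibition across replicates of 60% or more, whatever share of single replicates reaches that level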; further: values of inactives mirror those of a sister screen read the other way
TWEAK Fn14 block: inhibitors of TWEAK-Fn14 interaction signaling | TWEAK-stimulated Fn14 reporter cells, luciferase luminescence, 8 h | inhibition, % at 10 µM | 360,000 tested, 2% active; in the data active means inhibition above about 50%
NR2E3 ag-1: NR2E3 (human) agonism; 320,000 tested, 0.12% active; AID 2300; GST-NR2E3/biotin-RetCOR TR-FRET, 1536-well; Q9Y5X4; inhibition of corepressor binding, % at 4.78 µM;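 active means percent inhibition above the cutoff of mean plus 3 SD of all tested compounds, set per screening campaign, cut at about 20% in these data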;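 further: 0% = DMSO wells and 100% = biotin wells as full block of FRET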
Target sequence (Q9Y5X4 whole entry, looked up): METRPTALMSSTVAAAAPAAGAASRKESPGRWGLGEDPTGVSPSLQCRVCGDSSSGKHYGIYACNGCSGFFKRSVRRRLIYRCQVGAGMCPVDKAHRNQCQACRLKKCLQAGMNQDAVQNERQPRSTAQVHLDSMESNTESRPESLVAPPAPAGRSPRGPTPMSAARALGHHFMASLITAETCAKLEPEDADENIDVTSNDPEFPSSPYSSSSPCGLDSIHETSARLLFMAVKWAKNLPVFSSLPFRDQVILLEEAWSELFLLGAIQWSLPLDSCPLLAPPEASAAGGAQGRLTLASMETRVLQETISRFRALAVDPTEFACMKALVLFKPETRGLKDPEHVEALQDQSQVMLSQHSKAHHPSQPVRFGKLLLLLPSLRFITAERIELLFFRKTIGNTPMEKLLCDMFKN
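System: GST-tagged NR2E3 plus biotinylated RetCOR corepressor; Amount: 1.35 nM GST-tagged NR2E3 final; Dosing: single nominal compound dose of 4.8 µM; Schedule: 5 h incubation at 4 °C; Technique: TR-FRET with europium anti-GST and streptavidin-D2, 340 nm excitation; Controls: biotin wells as high control, 0.6% DMSO wells as low control.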
CF NFkB block: inhibitors of cystic fibrosis induced NF-kB; KKLEB NF-kB-GFP reporter, PAF-induced, GFP fluorescence overnight; inhibition, % at 5 µM; 360,000 tested, 0.86% active;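 active means at least 50% inhibition at 5 µM, scaled per plate between neutral and stimulator controls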;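 further: PAF is a Pseudomonas aeruginosa culture filtrate used as stimulus; plate controls were PAF-stimulated DMSO wells for no effect and unstimulated DMSO wells for full effect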
Shn3 3UTR inh: Schnurri-3 reporter inhibition in Clone20 osteoblasts. Clone20 osteoblast Shn3 3'UTR firefly luciferase, 24 h. inhibition, % at 12.5 µM. 360,000 tested, 0.52% active. AID 588674;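 active means mean inhibition of at least 75% with every replicate also reaching 75%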;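 further: 0% = median of neutral control wells and 100% = pilot-screen positive control compound; some compounds past the cut are filed as inactive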
HIF-2a inh: HIF-2a inhibition; 786-0 RCC cells HIF-2a reporter, luciferase luminescence, overnight; inhibition, % at 18.8 µM; 360,000 tested, 0.72% active; AID 624352;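 active means inhibition of the luminescence signal of 40% or more relative to plate controls, in a single-dose primary screen at 18.75 µM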
NR2E3 ag-2: activates human NR2E3 receptor | CHO-S Gal4-NCOR/VP16-NR2E3 two-hybrid, luciferase | AID 602229 | Q9Y5X4 | 360,000 tested, 0.35% active | inhibition of corepressor binding, % at 3.98 µM;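 active means inhibition above the mean of all tested compounds plus 3 SD, cut at about 70% in these data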;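 further: 0% = DMSO with NR2E3 transfected cells and 100% = cells lacking NR2E3 construct; higher means lower luciferase signal from less NR2E3 corepressor binding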
TROY signal inh: TROY signaling inhibition. Q293 LMP1-TROYcd NF-kB luciferase reporter, 4 h. inhibition, % at 10 µM. 360,000 tested, 0.98% active. AID 1347056;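 active means compounds whose plate-normalised and pattern-corrected inhibition of the luciferase reporter signal at the single screening dose is 50% or more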
KKLEB cytotox: CF airway cell cytotoxicity counter-screen. KKLEB CF airway cells viability, ATPlite luminescence, overnight; hits give low values; cells stimulated with P. aeruginosa culture filtrate. activity change (cytotoxicity), % at 5 µM. 360,000 tested, 0.36% active;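 active means corrected activity change at or below -50% at 5 µM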
C8 TRAIL sens: caspase-8 TRAIL sensitization | inhibition (viability loss, TRAIL sensitization), % at 10 µM | NB7+C8 cells + TRAIL, ATPlite viability luminescence | AID 624354 | 360,000 tested, 1% active;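 active means compounds causing at least 50% loss of cell viability in the single-dose screen, relative to plate controls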
Peg3 prom inh: inhibitors of Peg3 promoter | HeLa PEG-Prom luciferase reporter, luminescence, overnight | inhibition, % at 20 µM | 360,000 tested, 1.7% active;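 active means inhibition of at least 50% at 20 µM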
* hit, by the source's call; . = not tested or not shown. This is a subset; rates above refer to the full screens.

The opening 2 entries as a preview:
SMILES | TRPM1 prom inh | TWEAK Fn14 block | NR2E3 ag-1 | CF NFkB block | Shn3 3UTR inh | HIF-2a inh | NR2E3 ag-2 | TROY signal inh | KKLEB cytotox | C8 TRAIL sens | Peg3 prom inh
CCC(C)(C)NC(=O)C(OC(=O)c1ccco1)c1ccccc1OC (stereo not drawn) | -13 | -7 | 1 | -9 | -20 | -5 | 7 | 4 | 4 | 0 | -8
Cc1ccc(NS(=O)(=O)c2ccc3c(c2)oc(=O)n3C)cc1 | 3 | 22 | . | 14 | 8 | 21 | -3 | 10 | -9 | 24 | 14

The list itself, from the start:
SMILES | TRPM1 prom inh | TWEAK Fn14 block | NR2E3 ag-1 | CF NFkB block | Shn3 3UTR inh | HIF-2a inh | NR2E3 ag-2 | TROY signal inh | KKLEB cytotox | C8 TRAIL sens | Peg3 prom inh
CCC(C)(C)NC(=O)C(OC(=O)c1ccco1)c1ccccc1OC (stereo not drawn) | -13 | -7 | 1 | -9 | -20 | -5 | 7 | 4 | 4 | 0 | -8
Cc1ccc(NS(=O)(=O)c2ccc3c(c2)oc(=O)n3C)cc1 | 3 | 22 | . | 14 | 8 | 21 | -3 | 10 | -9 | 24 | 14
CC1=Nc2ccc(C)cc2/C1=C/c1c(N)n2nc(CC(=O)N3CCOCC3)sc2nc1=O | 5 | 4 | 0 | -15 | 0 | 1 | 5 | -12 | 14 | 4 | 6
O=C(N/N=C\c1c(O)ccc2ccccc12)c1ccc(Cn2cccn2)o1 | 59 | -24 | -2 | 10 | 89* | 12 | -27 | 6 | 11 | 42 | 54*
Cc1ccc(C2=[N+]([O-])C(C)(C)N(O)C2(C)C)cc1 | 1 | -5 | 3 | 11 | 18 | -7 | 16 | -4 | -2 | -8 | -5
CCCCc1ccc(NC(=O)CSc2nc(=O)n(CCN3CCOCC3)c3c2CCC3)cc1 | 7 | 20 | 1 | 24 | -7 | 13 | 17 | 18 | -4 | -22 | 2
Cn1c(=NC(=O)CS(=O)(=O)c2ccccc2)sc2cc(F)ccc21 | . | -9 | . | 16 | -54 | -222 | -61 | -65 | -4 | -12 | -178
COC(=O)c1ccc(CSc2nnc(NC(=O)C3CCCO3)s2)cc1 (stereo not drawn) | 13 | -11 | 0 | 0 | 7 | -16 | -4 | -2 | 8 | -5 | -13
CCOc1cc(C(=O)NC2CCCCCCC2)cc(OCC)c1OCC | 5 | -18 | -3 | 19 | 13 | -1 | -9 | 5 | -5 | 5 | 13
C(=N\Nc1nc2ccccc2[nH]1)/c1ccc2c(c1)OCO2 | -114 | -11 | . | 22 | -44 | -336 | -83 | -13 | -25 | 4 | -318
O=C1CCC(=O)N1CCC(c1ccc(F)cc1)c1ccco1 (stereo not drawn) | 0 | 16 | 0 | 17 | -35 | 10 | -10 | 0 | -2 | -11 | 3
C/C(=C\C(=O)c1ccccc1)Nc1ccc(N2CCOCC2)cc1 | -41 | 1 | -2 | -3 | -11 | -111 | -10 | -18 | -1 | 5 | -185
CCCCCCc1nnc(NC(=O)c2ccco2)s1 | -10 | -12 | 1 | 12 | -27 | -149 | -70 | -31 | 4 | -8 | -92
Nc1c(N(CCO)C(=O)c2ccccc2OCc2ccccc2Cl)c(=O)[nH]c(=O)n1Cc1ccccc1 | 1 | 7 | . | 13 | -1 | 6 | -2 | -11 | -8 | 2 | 6
Cc1ccc(OC(C)C(=O)Nc2ccccc2C(=O)N2CCOCC2)cc1 (stereo not drawn) | -8 | -1 | 1 | 8 | -8 | 2 | -4 | -22 | -1 | 8 | 14
CC(=O)OC(C(=O)NC1CCCCC1)c1ccccc1 (stereo not drawn) | 9 | -25 | 0 | -5 | 13 | 4 | -6 | 3 | 3 | -8 | 12
CCOC(=O)C1CCN(Cc2ccc(F)cc2)CC1 | -10 | 11 | 0 | 0 | 5 | 3 | 23 | 3 | 11 | -2 | 4
CCOc1ccc(CCNc2nc3ccc(C)cc3n3cnnc23)cc1OCC | -2 | -15 | 0 | 18 | 11 | 3 | -14 | -8 | -3 | -6 | 2
O=C(Nc1ccccc1)c1ccccc1CCc1ccccc1 | -2 | 14 | -6 | 2 | -18 | -23 | 6 | -25 | -12 | -5 | 24
O=C(N[C@@H]1c2ccccc2CC[C@@H]1OCc1ccccc1)c1ccc(-c2ccccc2)cc1 | -15 | 3 | . | 20 | 51 | 6 | -11 | 8 | -6 | 25 | -1
O=C(CCN1C(=O)/C(=C/c2ccc(Cl)cc2)SC1=S)NC1C=CS(=O)(=O)C1 (stereo not drawn) | 9 | 11 | 4 | 13 | -10 | 26 | -8 | -26 | 17 | 32 | -49
C/C(=N/OCO/N=C(\C)c1ccccc1)c1ccccc1 | 10 | -88 | -1 | -9 | -1 | -27 | -3 | -10 | 6 | 26 | -8
N/C(=N\OC(=O)Cc1ccc([N+](=O)[O-])cc1)c1cccc(Br)c1 | -8 | -8 | 0 | -19 | -9 | -27 | -40 | -21 | -3 | 14 | -16
NC(=S)NN=C1c2ccccc2-c2c(F)c(F)c(F)c(F)c21 | 15 | -1 | . | 9 | -2 | 13 | 21 | 7 | -25 | 71* | 96*
CCOc1ccccc1NC(=O)[C@@H](NC(=O)c1cccc(S(=O)(=O)N2CCOCC2)c1)C(C)C | -14 | 4 | 5 | 16 | -20 | 12 | -34 | 6 | -3 | -11 | 12
COC(=O)C1=NNCC12CC(=O)N(c1ccc(Br)cc1)C2=O (stereo not drawn) | 4 | 20 | -2 | 3 | 20 | 22 | 20 | 8 | 11 | 30 | -1
CC(C)c1ccc(NC(=O)CSc2ncccc2C(=O)Oc2cccc([N+](=O)[O-])c2)cc1 | -1 | -36 | 0 | 31 | -46 | -154 | -66 | 8 | -40 | 67* | -66
Cc1onc(-c2c(F)cccc2Cl)c1C(=O)Nc1cccc(Cn2cccn2)c1 | 19 | -11 | 3 | 6 | -11 | 7 | 3 | 10 | 10 | -7 | 15
CCOC(=O)C(NC(C)=O)C(=O)Nc1ccc(C(C)(C)C)cc1 (stereo not drawn) | -21 | -3 | -1 | -9 | -36 | 13 | 7 | -14 | 0 | -1 | 15
CCN(CC(=O)Nc1ccc(NC(C)=O)cc1)C(=O)C12CC3CC(CC(Cl)(C3)C1)C2 | 20 | -1 | -1 | 15 | -4 | 27 | -1 | -11 | 10 | -5 | -14
Cc1onc(-c2c(F)cccc2Cl)c1C(O)c1ccc(F)cc1 (stereo not drawn) | . | -9 | 0 | 6 | -8 | 23 | 8 | 14 | 13 | 11 | 32
O=C(c1cnn(-c2ccccc2)c1)c1cc(Br)ccc1O | . | 6 | 4 | 10 | -32 | -12 | 11 | -22 | 0 | 7 | -37
COc1ccc(NC(=O)c2ccc(COc3ccccc3)o2)c(OC)c1 | 8 | -8 | . | 1 | 7 | -22 | -16 | -14 | 8 | -7 | 0
O=[N+]([O-])c1cc(CN2CCN(c3ccccc3)CC2)c(O)c2ncccc12 | 75* | 7 | -1 | 6 | 90* | 17 | 83* | 10 | 9 | 40 | 59*
CCc1ccc(CN(C)C(=O)c2cc(COc3cc(C)c(Cl)c(C)c3)on2)nc1 | -4 | -2 | -6 | 25 | 13 | -27 | -11 | 43 | 16 | 0 | 6
Clc1nc(Nc2ccc(N3CCOCC3)cc2)c2ccccc2n1 | 5 | 14 | 2 | 15 | 8 | 2 | 0 | 1 | -4 | -8 | 3

Eleven compounds out of the list, arranged by heavy-atom count, low to high.
SMILES | TRPM1 prom inh | TWEAK Fn14 block | NR2E3 ag-1 | CF NFkB block | Shn3 3UTR inh | HIF-2a inh | NR2E3 ag-2 | TROY signal inh | KKLEB cytotox | C8 TRAIL sens | Peg3 prom inh
C/C(=N/OCO/N=C(\C)c1ccccc1)c1ccccc1 | 10 | -88 | -1 | -9 | -1 | -27 | -3 | -10 | 6 | 26 | -8
COC(=O)C1=NNCC12CC(=O)N(c1ccc(Br)cc1)C2=O (stereo not drawn) | 4 | 20 | -2 | 3 | 20 | 22 | 20 | 8 | 11 | 30 | -1
CCOC(=O)C(NC(C)=O)C(=O)Nc1ccc(C(C)(C)C)cc1 (stereo not drawn) | -21 | -3 | -1 | -9 | -36 | 13 | 7 | -14 | 0 | -1 | 15
Clc1nc(Nc2ccc(N3CCOCC3)cc2)c2ccccc2n1 | 5 | 14 | 2 | 15 | 8 | 2 | 0 | 1 | -4 | -8 | 3
COc1ccc(NC(=O)c2ccc(COc3ccccc3)o2)c(OC)c1 | 8 | -8 | . | 1 | 7 | -22 | -16 | -14 | 8 | -7 | 0
O=C(CCN1C(=O)/C(=C/c2ccc(Cl)cc2)SC1=S)NC1C=CS(=O)(=O)C1 (stereo not drawn) | 9 | 11 | 4 | 13 | -10 | 26 | -8 | -26 | 17 | 32 | -49
CCc1ccc(CN(C)C(=O)c2cc(COc3cc(C)c(Cl)c(C)c3)on2)nc1 | -4 | -2 | -6 | 25 | 13 | -27 | -11 | 43 | 16 | 0 | 6
CCN(CC(=O)Nc1ccc(NC(C)=O)cc1)C(=O)C12CC3CC(CC(Cl)(C3)C1)C2 | 20 | -1 | -1 | 15 | -4 | 27 | -1 | -11 | 10 | -5 | -14
CC(C)c1ccc(NC(=O)CSc2ncccc2C(=O)Oc2cccc([N+](=O)[O-])c2)cc1 | -1 | -36 | 0 | 31 | -46 | -154 | -66 | 8 | -40 | 67* | -66
O=C(N[C@@H]1c2ccccc2CC[C@@H]1OCc1ccccc1)c1ccc(-c2ccccc2)cc1 | -15 | 3 | . | 20 | 51 | 6 | -11 | 8 | -6 | 25 | -1
CCOc1ccccc1NC(=O)[C@@H](NC(=O)c1cccc(S(=O)(=O)N2CCOCC2)c1)C(C)C | -14 | 4 | 5 | 16 | -20 | 12 | -34 | 6 | -3 | -11 | 12

Further compounds follow.
SMILES | TRPM1 prom inh | TWEAK Fn14 block | NR2E3 ag-1 | CF NFkB block | Shn3 3UTR inh | HIF-2a inh | NR2E3 ag-2 | TROY signal inh | KKLEB cytotox | C8 TRAIL sens | Peg3 prom inh
CCOc1cc(N2CCOCC2)c(OCC)cc1NC(=O)COC(=O)CCOc1ccc(C)cc1 | 1 | 7 | -4 | 16 | -11 | 4 | 20 | -19 | 2 | 1 | 8
Cc1occc1C(=O)Nc1cccc(Cl)c1Cl | -23 | -16 | 2 | 3 | -43 | -142 | -70 | -13 | -14 | 10 | -107
COc1ccc(Cn2c(=O)[nH]c3cc(C(=O)NCCCOC(C)C)ccc3c2=O)cc1 | 5 | 9 | -4 | -13 | 15 | 5 | -12 | 8 | -7 | 23 | 6
Cc1ccc(N=C(NOC(=O)c2ccccc2)c2nonc2N)c(C)c1 | -4 | 25 | -2 | 19 | -40 | -6 | -10 | 3 | -12 | -10 | -42
CC(NC(=O)c1ccc(Br)o1)c1ccccc1 (stereo not drawn) | -12 | 0 | -2 | -9 | -9 | 3 | 8 | -9 | 3 | 4 | -4
